Source: PubChem
USP1-UAF1 inh – blocks the human USP1/UAF1 deubiquitinase complex | recombinant USP1/UAF1, Ub-Rhodamine cleavage fluorescence | Potency, µM (titrated, usually from 57.1 µM), for inactives: at the top dose activity change, negative = inhibition, actives largely listed as inhibitors | hit rate 0.23% among 390,000 | O94782; further: on the % scale 0 is the no-effect control and ±100 the full control effect; nearly all actives have a fitted effect of over 60% in size; inactives centre near -12
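USP1/UAF1 complex at 1 nM was preincubated with compound for 15 min at room temperature, then Ub-Rho substrate (150nM final) was added. Fluorescence (480/540 nm) was read kinetically, 6 reads every 60 seconds.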
ALOX12 inh – inhibitors of human 12S-lipoxygenase ALOX12; P18054; purified 12hLO, xylenol orange hydroperoxide absorbance; Potency, µM (top dose mostly 108 µM), without a hit: at the top dose activity change, negative = inhibition, hits mostly inhibitors; hit rate 1.1% among 580,000; AID 1671190; further: on the % scale 0 is the no-effect control and ±100 the full control effect
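Purified human 12hLO at 150 nM in 25 mM Hepes, 0.01% Triton X-100, pH 7.0, preincubated 15 min at room temperature with compound. Reaction started with 40 uM arachidonic acid, 30 min at room temperature. Hydroperoxide measured by Fe-xylenol orange, 573/405 nm absorbance ratio.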
TrxR1 substrate – substrates of rat thioredoxin reductase 1 | AID 588456 | Potency, µM (series often up to 114 µM), for the others: top-dose activity change, negative = substrate turnover | purified TrxR1 substrate turnover, NADPH consumption readout | hit rate 0.01% among 390,000 | O89049; further: on the % scale 0 is the no-effect control and ±100 the full control effect; nearly all actives have a fitted effect of over 50% in size
Target sequence (O89049 whole entry, looked up): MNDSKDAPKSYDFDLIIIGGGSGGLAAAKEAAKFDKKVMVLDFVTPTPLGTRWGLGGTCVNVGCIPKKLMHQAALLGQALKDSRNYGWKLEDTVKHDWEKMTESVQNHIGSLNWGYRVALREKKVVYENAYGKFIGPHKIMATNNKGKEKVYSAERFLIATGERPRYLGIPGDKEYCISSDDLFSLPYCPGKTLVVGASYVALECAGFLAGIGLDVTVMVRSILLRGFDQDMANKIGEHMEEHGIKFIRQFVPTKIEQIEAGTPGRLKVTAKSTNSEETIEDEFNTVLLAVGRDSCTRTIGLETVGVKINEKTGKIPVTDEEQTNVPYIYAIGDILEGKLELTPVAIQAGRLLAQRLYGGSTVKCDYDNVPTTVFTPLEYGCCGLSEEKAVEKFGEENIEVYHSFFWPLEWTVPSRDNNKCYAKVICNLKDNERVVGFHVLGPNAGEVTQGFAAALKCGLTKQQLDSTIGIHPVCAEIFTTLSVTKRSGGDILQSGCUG
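Rat TrxR1, dispensed at 90 nM, was prereduced with 400 uM NADPH (final) for 5 min at ~22 deg C, then incubated with compound 15 min before 400 uM selenite. A first-read NADPH fluorescence drop versus no-compound background flagged substrates.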
RXFP1 agonist – activates the human relaxin receptor RXFP1. hit rate 0.3% among 370,000. AID 2676. Q9HBX9. HEK293T-RXFP1 cAMP TR-FRET, 30 min; response scale: percent of porcine relaxin response, buffer zero. Potency, µM (series often up to 57.5 µM), inactives show at the highest dose activation, actives largely listed as activators; further: on the % scale 0 is the no-effect control and ±100 the full control effect; nearly all actives have a fitted effect of over 60% in size; many of its hits are not listed in these tables
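cAMP rise read by TR-FRET after 30 min, 37C compound exposure (up to 58 uM) in RXFP1-transfected HEK293 cells with Ro 20174 present. EC50 from Hill-equation fits, with 29 nM porcine relaxin as 100% and buffer as basal.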
Vif-A3F inh – blocks the Vif interaction with APOBEC3F | HeLa A3F-eYFP + Vif (tagged APOBEC3F with the HIV-1 protein that degrades it), YFP fluorescence increase | Potency, µM (titrated, usually from 46.1 µM), inactives show at the top dose activity, negative = active | hit rate 0.2% among 390,000 | AID 602313; further: % of control where 0% means no effect; nearly all actives have a fitted effect of over 65% in size
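HeLa cells stably expressing A3F-eYFP plus Vif, plated and incubated overnight at 37 deg C, then exposed to compounds overnight at 37 deg C. Blocked degradation read as raised yellow fluorescence (Ex 488/Em 500-530).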
IDH1 R132H inh – inhibitors of human mutant IDH1 R132H. O75874. IDH1-R132H enzyme, NADPH consumption, diaphorase/resazurin fluorescence. Potency, µM (series often up to 76.6 µM), for inactives: at the highest dose activity change, negative = inhibition, actives largely listed as inhibitors. hit rate 0.093% among 390,000. AID 602179; further: on the % scale 0 is the no-effect control and ±100 the full control effect; nearly all actives have a fitted effect of over 65% in size
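IDH1-R132H (0.5 ug/mL) preincubated 30 min with compound, then NADPH (0.016 mM) and alpha-KG (2 mM) added; 80 min at RT, pH 7.5. Remaining NADPH coupled via diaphorase/resazurin to fluorescence (540/590 nm); concentration-response curves normalized to no-enzyme control.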
Vif-APOBEC3G blk – blocks the Vif interaction with human APOBEC3G | Q9HC16 | HeLa A3G-eYFP + Vif (tagged APOBEC3G with the HIV-1 protein that degrades it), YFP fluorescence, overnight | Potency, µM (top dose mostly 46.1 µM), without a hit: top-dose activity, negative = active, most hits filed as inhibitors | hit rate 0.076% among 410,000 | AID 602310;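 further: on the % scale 0 is the no-effect control and ±100 the full control effect; nearly all actives have a fitted effect of over 60% in size; hits raise eYFP signal because A3G escapes Vif-driven loss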
Target sequence (Q9HC16 whole entry, looked up): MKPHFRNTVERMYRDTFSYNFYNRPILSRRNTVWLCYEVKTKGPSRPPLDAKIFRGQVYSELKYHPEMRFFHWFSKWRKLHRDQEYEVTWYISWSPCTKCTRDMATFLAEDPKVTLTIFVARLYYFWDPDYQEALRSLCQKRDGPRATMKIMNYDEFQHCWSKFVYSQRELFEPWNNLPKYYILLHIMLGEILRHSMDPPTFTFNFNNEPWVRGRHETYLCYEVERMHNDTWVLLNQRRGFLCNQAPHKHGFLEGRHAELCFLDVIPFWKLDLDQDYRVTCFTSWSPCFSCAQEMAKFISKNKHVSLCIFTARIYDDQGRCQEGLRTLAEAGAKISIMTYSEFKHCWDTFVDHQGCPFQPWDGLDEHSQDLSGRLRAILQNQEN
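Read-out is eYFP fluorescence (Ex 488/Em 500-530) from Vif-expressing HeLa A3G-eYFP cells; more signal means A3G escaped Vif-mediated degradation. Cells plated overnight, compound pinned in, incubated overnight at 37 deg C.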
TrxR1 inh – rat TrxR1 inhibition; recombinant rTrxR1, NADPH fluorescence consumption, selenite substrate; O89049; Potency, µM (highest dose often 114 µM), without a hit: at the highest dose activity change, negative = inhibition, hits mostly inhibitors; hit rate 1% among 390,000; further: on the % scale 0 is the no-effect control and ±100 the full control effect; nearly all actives have a fitted effect of over 65% in size
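Rat TrxR1 (90 nM in the dispensed reagent) was pre-reduced with 400 uM NADPH for 5 min at room temperature, then incubated with compound for 15 min. After 400 uM selenite was added, NADPH fluorescence (Ex 340/Em 450 nm) was followed for 8 min.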
RGS4 inhibitor – blocks human RGS4-accelerated GTP hydrolysis; P49798; Transcreener GDP fluorescence polarization, RGS4-accelerated GTP hydrolysis; Potency, µM (top dose mostly 114 µM), inactives show top-dose activity change, negative = inhibition, actives largely listed as inhibitors; hit rate 0.039% among 390,000; further: on the % scale 0 is the no-effect control and ±100 the full control effect; nearly all actives have a fitted effect of over 75% in size; some results filed as inactive show a strong effect at the top dose
Target sequence (P49798 whole entry, looked up): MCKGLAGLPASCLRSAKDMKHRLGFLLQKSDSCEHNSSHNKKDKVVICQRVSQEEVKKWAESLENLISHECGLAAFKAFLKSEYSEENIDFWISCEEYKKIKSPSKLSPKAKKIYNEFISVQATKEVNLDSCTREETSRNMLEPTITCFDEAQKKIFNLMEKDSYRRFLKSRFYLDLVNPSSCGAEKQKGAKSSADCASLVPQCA
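MLSMR compounds (23 nl, pin-transferred) preincubated 10 min at room temperature with a 500nM (2x) first reagent, then RGS4 at 900nM (2x) plus Transcreener GDP mix added; fluorescence polarization (620/688 nm) read before and after 90 min at 30 °C.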
Starred values were filed as active, the others as inactive; ? = inconclusive; nt = not tested or not shown; & = joins results of further samples; [ ] = dose if it differs, or a comment. The call rests on the fitted dose curve; in most records, active means well fitted curve in the direction sought with a large enough effect; inconclusive means small, poorly fitted or top-dose-only effect, or another doubt; inactive means no such curve, though single readings can be large; an effect the other way counts as inactive or inconclusive. Potency means the concentration at half of the fitted maximal effect.

SMILES	USP1-UAF1 inh	ALOX12 inh	TrxR1 substrate	RXFP1 agonist	Vif-A3F inh	IDH1 R132H inh	Vif-APOBEC3G blk	TrxR1 inh	RGS4 inhibitor
CCc1cc(C(=O)Nc2cc(S(=O)(=O)N3CCOCC3)ccc2N2CCN(CC)CC2)sc1C	-11%	6%	0%	nt	-19%	8%	-4%	4%	9%
COc1ccc2c(c1)c(=O)oc1cc(OCC(=O)N3CCCC(C)C3)ccc12 (stereo not given)	-17%	-17%	84%[activator][57.1 µM]	2.8%	1%	0%	-13%	74%	?
Cc1ccc(C)c(OCC(=O)Nc2c[nH]c(=O)[nH]c2=O)c1	-15%	0%	-7%	3.3%	-11%	1%	-13%	-6%	18%
Cc1cc(C(F)F)n2ncc(C(=O)NCc3ccccc3)c2n1	-6%	0%	-4%	5.2%	6%	6%	-1%	7%	2%
CC1(C)C([N+](=O)[O-])C(c2ccc(Cl)cc2)NC(c2ccc(Cl)cc2)C1[N+](=O)[O-] (stereo not given)	-24%	-2%	-3%	0.8%	-18%	2%	-3%	15%	1%
Cc1ccc(NC(=O)C(=O)NCC(c2ccc3c(c2)OCO3)N2CCOCC2)cc1C (stereo not given)	-8%	-23%	12%[57.1 µM]	0.5%	0%	-1%	3%	32%[57.1 µM]	-10%
CC(=O)N1N=C(c2ccc(C)cc2)CC1c1cn(-c2ccccc2)nc1-c1cccs1 (stereo not given)	-17%	-5%	0%	-2.6%	-7%	0%	-4%	-3%	15%
COc1ccccc1CNC(=O)CCn1c(=O)sc2ccccc21	-3%	14%	14%	0.1%	0%	0%	0%	24%	6%
c1ccc(OCCOCCN2CCOCC2)cc1	7%	20%	-7%	-0.2%	0%	1%	0%	-19%	3%
C#CCOCCOCCOCCNc1nc(N2CCN(C(=O)C([C@@H](C)O)n3cc([C@@H](N)CCCCN)nn3)CC2)nc(N2CCN(C(=O)[C@H](CO)n3cc([C@@H](N)C(C)C)nn3)CC2)n1 (stereo not given in full)	-10%	14%	2%[57.1 µM]	nt	-4%	-12%	2%	-50%	-5%
O=C(COC(=O)/C=C/c1ccccc1)Nc1ccc(Cl)cn1	-16%	-27%	2%	0.6%	-11%	-2%	-4%	9%	-25%
O=C(/C=C/c1ccco1)NC(=S)Nc1ccc(N2CCOCC2)c(Cl)c1	-4%	0%	-9%	0.7%	3%	-1%	?	-44%	-25%

Sorted by formula weight (smallest number first): some entries from above.
SMILES	USP1-UAF1 inh	ALOX12 inh	TrxR1 substrate	RXFP1 agonist	Vif-A3F inh	IDH1 R132H inh	Vif-APOBEC3G blk	TrxR1 inh	RGS4 inhibitor
O=C(COC(=O)/C=C/c1ccccc1)Nc1ccc(Cl)cn1	-16%	-27%	2%	0.6%	-11%	-2%	-4%	9%	-25%
COc1ccccc1CNC(=O)CCn1c(=O)sc2ccccc21	-3%	14%	14%	0.1%	0%	0%	0%	24%	6%
O=C(/C=C/c1ccco1)NC(=S)Nc1ccc(N2CCOCC2)c(Cl)c1	-4%	0%	-9%	0.7%	3%	-1%	?	-44%	-25%
C#CCOCCOCCOCCNc1nc(N2CCN(C(=O)C([C@@H](C)O)n3cc([C@@H](N)CCCCN)nn3)CC2)nc(N2CCN(C(=O)[C@H](CO)n3cc([C@@H](N)C(C)C)nn3)CC2)n1 (stereo not given in full)	-10%	14%	2%[57.1 µM]	nt	-4%	-12%	2%	-50%	-5%

New compounds follow
SMILES	USP1-UAF1 inh	ALOX12 inh	TrxR1 substrate	RXFP1 agonist	Vif-A3F inh	IDH1 R132H inh	Vif-APOBEC3G blk	TrxR1 inh	RGS4 inhibitor
CC(Nc1ccccc1)C(=O)Nc1ccc(F)cc1 (stereo not given)	-2%	-19%	6%[57.1 µM]	-0.5%	0%	1%	0%	-1%[57.1 µM]	-9%
COc1ccc(C(=O)NC2CCCc3ccccc32)cc1S(=O)(=O)N1CCOCC1 (stereo not given)	-18%	-4%	3%[57.1 µM]	-0.3%	11%	4%	-1%	20%[57.1 µM]	-25%
O=C(COc1ccc(Cl)cc1)N1CCN(Cc2ccc3c(c2)OCO3)CC1	-22%&-3%	?	8%	0.9%&0.5%	1%&-6%	-6%&3%	-3%&1%&3%	19%&10%&7%	6%&-17%&-12%
COC(=O)c1ccc(/C=C/c2ccc3cccc(OC)c3n2)cc1	-21%	-4%	81%[activator]	15%	?	14%	-10%	7%	-35%
COc1cccc(NC(=O)c2cccnc2)c1	-15%	0%	1%	1.6%	4%	7%	2%	6%	-9%
Cc1cc(/C=C(\C#N)C(=O)NCc2ccccc2)cc(C)c1O	-19%	?	1%	1.7%	-3%	-1%	-8%	19%	5%
COc1ccc(OC)c(NC(=O)C(C)SCc2nc3sc(C)c(C)c3c(=O)[nH]2)c1 (stereo not given)	0%	8%	-4%	-0.6%	-12%	8%	-3%	6%	-11%
CCC(C)(C)c1ccc(OCCCC[n+]2cccc(C)c2C)c(C(C)(C)CC)c1	-16%	-19%	-4%	0.6%	3%	1%	?	1%	-28%
S=c1[nH]nc(Nc2ccccc2Cl)s1	-15%	32µM*	7%[57.1 µM]	-1.4%	-5%	-3%	-3%	?	?
C[C@H](CO)N1C[C@H](C)[C@H](CN(C)Cc2ccccc2)Oc2c(NC(=O)Nc3ccc(F)cc3)cccc2C1=O	-24%	-18%	0%	nt	-2%	0%	1%	12%	-18%
O=C(c1ccccc1)N1CCN(C(=O)c2ccc3c(c2)OCCO3)CC1	-12%	-13%	-2%[57.1 µM]	3.4%	13%	4%	-2%	34%[57.1 µM]	-10%
CCOC(=O)N1CCN(S(=O)(=O)c2ccc3c(c2)oc(=O)n3C)CC1	-13%	-32%	5%[57.1 µM]	1.1%	-4%	-2%	0%	19%	-5%
Cc1[nH]nc2c(=S)[nH]c(=O)[nH]c12	-26%	?	nt	nt	-1%	-5%	0%	nt	nt
C=CCn1c(Sc2ncc([N+](=O)[O-])s2)n[nH]c1=O	-10%	?	12%[57.1 µM]	4.3%	-10%	2%	-11%	0.32µM*	?
O=S(=O)(c1ccc(SCCOc2ccc(Cl)cc2)nc1)N1CCCC1	-4%	-23%	4%	0.2%	0%	-3%	-1%	21%	-26%
Cc1ccc2c(CN3CCN(Cc4ccc5c(c4)OCO5)CC3)cc(=O)oc2c1C	-6%	-38%	0%	4.2%	-1%	2%	-1%	-1%	-6%
COc1ccc(OCCNC2CCCC2)cc1	-25%	-21%	0%	5.5%	1%	3%	1%	27%	-9%
CCNC(=S)N1N=C2c3ccccc3CCC2C1c1ccc(F)cc1 (stereo not given)	-8%	0%	2%[57.1 µM]	0.7%	6%	7%	-27%	16%[57.1 µM]	-5%
O=C(Nc1cccc(-c2cn3cccnc3n2)c1)c1ccc(Br)o1	-10%	-8%	123%[activator][57.1 µM]	3.8%	-6%	-1%	0%	-32%[57.1 µM]	?
CC(C)CCNC(=O)c1onc(CSc2nc3ccccc3[nH]2)c1C(=O)NCCC(C)C	?	-14%	-7%[57.1 µM]	-1.1%	-10%	-1%	-4%	7%[57.1 µM]	-12%
CC(=O)N=c1sc2nc3ccccc3nc2n1N(C(C)=O)C(C)=O	-1%	?	10%	?	-1%	-2%	-1%	40µM*	-17%
COc1ccc(CCNC(=O)c2cc3c(=O)n4cccc(C)c4nc3s2)cc1OC	-18%	-5%	49%[activator]	11%	-25%	11%	2%	14%	-22%
Clc1ccccc1COc1ccc(/C=N/n2cnnc2)cc1	-9%	-13%	2%	2.6%	-11%	15%	0%	-6%	?
CCOC(=O)c1cccc(NC(=O)CSc2nnc(-c3cccnc3)n2CC)c1	-15%	28%	2%	0.7%	0%	20%	0%	-9%	36%
C=C1C[C@H]2[C@@H]3C=C(C)C4=CC(=O)CC[C@]4(C)[C@H]3CC[C@]2(C)[C@@]1(OC(C)=O)C(C)=O	?	1%	-1%	0.3%	-2%	8%	-2%	-9%	-7%
COc1ccc(NC(=O)N(Cc2ccco2)C2CCN(C(C)=O)CC2)c(OC)c1	3%	-10%	-7%	-1.2%	2%	0%	3%	-2%	39%
Cc1cccc(N2CCN(C(C)C(=O)N3CCc4ccccc43)CC2)c1C (stereo not given)	-16%	-14%	-6%	0.6%	6%	-11%	-1%	-5%	4%
CC(C)C(C(=O)NC(C)(C)C)N1C(=O)c2ccccc2C1=O (stereo not given)	-18%	0%	3%	0.5%	2%	1%	1%	7%	-8%
N=C(N)SCc1cn(-c2ccccc2)nc1-c1ccc(Br)cc1	?	?	-18%[57.1 µM]	0.2%	6%	-12%	-4%	10%[57.1 µM]	-21%
CSc1c(CC(=O)Nc2ccccc2Cl)n(Cc2ccccc2)c2ccccc12	-24%	?	8%[57.1 µM]	4.2%	6%	2%	-6%	9%[57.1 µM]	17%
O=C(CCn1c(=O)c2ccccc2n(Cc2cc(=O)n3ccccc3n2)c1=O)NCc1ccco1	-6%	-4%	10%	2.2%	12%	2%	4%	?	-4%
O=C(C1CCCN(Cc2ccccc2)C1)N1CCc2ccccc2C1 (stereo not given)	-14%	?	11%[57.1 µM]	0.8%	0%	6%	0%	12%[57.1 µM]	-20%
CC1(C)CC=C(NNC(=O)c2cccnc2)C(=O)C1	-14%	0%	-3%	0.8%	-1%	2%	1%	?	-6%
COc1ccc(-c2cc(C(=O)NCCc3ccc(Cl)cc3)[nH]n2)cc1	-16%	9%	9%	1.9%	0%	1%	1%	33%	5%

Not all compounds are listed (hit frequency here may not be typical).
